# Screening results: PubChem BioAssay, several laboratories
# Rtt109 Vps75: inhibitors of C. albicans Rtt109/Vps75 HAT, primary screen, biochemical, ThioGlo CoA-SH fluorescence, plate reader; inhibition, % at 34.9 µM; purified Rtt109/Vps75, 4 h; Histone acetyltransferase RTT109 (Candida albicans (strain SC5314 / ATCC MYA-2876)), …; 0.16% of 330,000 active; AID 540336, 2011;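 active = inhibition of at least 50% in every replicate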
# Wnt bcat act: Wnt/beta-catenin pathway activators, primary screen, cell-based, plate reader, single point | Wnt/beta-catenin reporter cell assay, activator | activation, % at 9.35 µM | 1.2% of 300,000 active; in the data active = activation above about 30%, passing the limit was not always enough;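 note: 0% = neutral control wells and 100% = positive control wells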
# SR-BI DiI-HDL act: activators of SR-BI mediated DiI-HDL uptake, primary screen, ldlA[mSR-BI] CHO cells, DiI fluorescence; activation, % at 12.5 µM; AID 504775, 2011; 3 h; 100 = double the neutral-control signal; 0.096% of 320,000 active;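 active = mean replicate activation of at least 60% and every replicate at or above 60%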;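 note: 0% = median plate neutral-control signal and 100% = twice that signal; values of inactives mirror those of a sister screen read the other way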
#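 Test system: SR-BI-overexpressing, LDLR-lacking CHO cells; Medium: Ham's F12 with 0.5% BSA, HEPES 25 mM, pH 7.4; Schedule: 3 h, 37 °C; Technique: bottom-read fluorescence, 550/595 nm.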
# RTF Ca sens act: cardiac RTF calcium sensitivity activators, primary screen, biochemical, IANBD-TnC fluorescence, EC20 calcium; Troponin I, cardiac muscle (Homo sapiens) + Troponin T, cardiac muscle (Homo sapiens) + …; IANBD-labeled TnC RTF fluorescence at EC20 calcium; 0% EC20 calcium, 100% full calcium; activation, % at 7.2 µM; 0.24% of 340,000 active;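 active = activation above the mean over all tested compounds plus 3 SD, cut at about 30% in these data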;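 note: rise in fluorescence read as greater calcium sensitivity of cardiac thin filaments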
# CDK5 p35 inh: inhibitors of human CDK5/p35 kinase, primary screen, biochemical, single concentration. Recombinant CDK5/p35, ADP-Glo luminescence, 60 min. inhibition, % at 10 µM. 0.01% of 330,000 active. AID 488839, 2010;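 active = highest replicate inhibition of at least 50% and at least 75% of replicates reaching 50%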;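 note: plate controls were DMSO neutral control for no effect and GW8510 at 10 µM for full effect; many of its hits are not listed in these tables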
# MITF TRPM1 HTS: activators of MITF-driven TRPM1 promoter reporter, primary screen, cell-based, SK-MEL-5, luciferase, single point; activation, % at 12.5 µM; SK-MEL-5 TRPM1-promoter luciferase, 24 h; % of positive control, neutral wells = 0; 0.75% of 300,000 active;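 active = mean activation of at least 80% with every replicate also reaching 80%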;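 note: 0% = neutral control wells and 100% = parthenolide positive control wells; values of inactives mirror those of a sister screen read the other way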
# PvdQ acylase: P. aeruginosa PvdQ acylase inhibitors, primary screen, biochemical, fluorescence, plate reader and imaging, single point; PvdQ acylase [Pseudomonas aeruginosa LESB58]; purified PvdQ acylase; inhibition, % at 10 µM; 0.063% of 340,000 active; AID 488965, 2010; in the data active = inhibition above about 30%, passing the limit was not always enough;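 note: 0% = vehicle neutral wells and 100% = reference inhibitor wells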
# dFosB activator: activators of delta FosB homodimer, primary screen, biochemical, fluorescence polarization, TAMRA-CDK5 oligo, single point. Protein FosB (Mus musculus), P13346. purified delta FosB; percent of positive-control signal above neutral wells. activation, % at 25 µM. 0.99% of 340,000 active. AID 493131, 2011;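 active = mean activation above about 17%, with every replicate also reaching it, limit read from the data, passing the limit was not always enough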;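 note: fluorescence polarization rise as delta FosB binds a TAMRA Cdk5 AP-1 oligo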
# SR-BI HDL uptake: inhibitors of SR-BI mediated HDL lipid uptake, primary screen, ldlA[mSR-BI] cells, fluorescence, single point. Scavenger receptor class B member 1 (Mus musculus), Q61009. ldlA[mSR-BI] CHO cells, DiI-HDL uptake fluorescence, 3 h. inhibition, % at 12.5 µM. 0.96% of 320,000 active. AID 488896, 2010;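 active = mean replicate inhibition of at least 70% and a set share of replicates each scoring 70 or more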;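 note: 0% = median of neutral control wells and 100% = median of positive control wells; values of inactives mirror those of a sister screen read the other way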
# Target sequence (Q61009 whole entry, looked up): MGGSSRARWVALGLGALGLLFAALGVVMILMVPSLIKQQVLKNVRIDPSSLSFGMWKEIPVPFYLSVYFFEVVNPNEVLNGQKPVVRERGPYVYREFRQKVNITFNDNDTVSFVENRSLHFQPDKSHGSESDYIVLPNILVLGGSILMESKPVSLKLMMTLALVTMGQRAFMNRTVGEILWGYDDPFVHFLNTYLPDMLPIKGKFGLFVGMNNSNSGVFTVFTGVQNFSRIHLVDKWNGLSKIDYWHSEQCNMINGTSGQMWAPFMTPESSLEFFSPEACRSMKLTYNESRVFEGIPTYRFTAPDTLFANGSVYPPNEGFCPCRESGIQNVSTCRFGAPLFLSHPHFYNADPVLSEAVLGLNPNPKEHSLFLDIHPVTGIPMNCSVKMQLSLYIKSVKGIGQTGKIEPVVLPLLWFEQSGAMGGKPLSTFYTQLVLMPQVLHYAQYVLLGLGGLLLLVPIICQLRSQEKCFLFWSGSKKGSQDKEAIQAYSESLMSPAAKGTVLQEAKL
# HTR5A ag ctr: HTR5A agonists in luminescence cell assay, primary screen, counter-screen for OPRM1-OPRD1 heterodimer agonist project, full-deck HTS; 5-hydroxytryptamine receptor 5A (Homo sapiens), P47898; cell-based; activation, % at 9.3 µM; 0.61% of 340,000 active; AID 504692, 2011; in the data active = activation mostly above about 9.5%, no sharp cut-off; inactive = mostly below about 7.6%;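 note: 0% = cells with vehicle only and 100% = reference agonist; strong numbers were not always called active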
# Target sequence (P47898 whole entry, looked up): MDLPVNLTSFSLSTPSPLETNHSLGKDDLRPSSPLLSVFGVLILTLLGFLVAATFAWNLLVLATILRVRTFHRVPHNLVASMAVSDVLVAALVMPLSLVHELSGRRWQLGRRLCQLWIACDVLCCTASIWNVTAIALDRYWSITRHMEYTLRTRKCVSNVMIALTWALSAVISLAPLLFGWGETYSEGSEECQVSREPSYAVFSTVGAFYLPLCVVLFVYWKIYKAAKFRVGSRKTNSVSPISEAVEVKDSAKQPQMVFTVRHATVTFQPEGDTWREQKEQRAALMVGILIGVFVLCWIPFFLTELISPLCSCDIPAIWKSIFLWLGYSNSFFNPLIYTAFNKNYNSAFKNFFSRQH
# Active calls of the source: *; x = not tested or not shown. Random draw from the library (roughly 4.4% active in at least one column).
SMILES,Rtt109 Vps75,Wnt bcat act,SR-BI DiI-HDL act,RTF Ca sens act,CDK5 p35 inh,MITF TRPM1 HTS,PvdQ acylase,dFosB activator,SR-BI HDL uptake,HTR5A ag ctr
Cc1ccc(C(=O)NCCNC(=O)c2cnccn2)cc1,2,1,x,-4,0.4,x,16,1,x,1
O=C(c1cccc(Oc2ccc([N+](=O)[O-])cc2)c1)N1CCOCC1,2,7,-6,-3,-0.7,3,-2,-2,6,3
CC1(C)N=C(N)NC(Nc2ccccc2)=N1,-3,-1,20,4,0.1,7,-6,0,-20,-2
O=C(OCn1nnc2ccccc2c1=O)C12CC3CC(CC(O)(C3)C1)C2,6,0,19,-1,0.4,18,16,-15,-19,4
O=C(O)[C@H]1CCCC[C@H]1C(=O)Nc1ccc(Nc2ccccc2)cc1,-12,x,27,5,-1.6,-6,-10,1,-27,1
CCC(=O)Nc1cccc(C2=NOC3(C2)C[C@H](C(N)=O)N(C(=O)c2ccc(Cl)cc2)C3)c1 (some centres not stated),16,-3,25,-4,-0.1,5,9,9,-25,2
Cc1ccc(S(=O)(=O)N2CCN(C(=O)c3n[nH]c(=O)c4ccccc34)CC2)cc1,-2,-1,19,9,-2.8,-1,-22,-1,-19,1
CCOc1ccc(Nc2nc(Cc3nnc(SCC(=O)c4ccc(C)c(C)c4)o3)cs2)cc1,1,-7,-54,-4,-0.5,-5,7,-11,54,-6
O=C(CCN1C(=O)c2cccc3cccc(c23)C1=O)N1CCOCC1,-5,26,-3,5,0.6,83*,-4,7,3,-3
O=S(=O)(c1ccc(Cl)c(Cl)c1)N1CCc2nc3ccccc3n2CC1,7,7,21,-3,-3.4,14,8,-4,-21,x
Cc1ccc(S(=O)(=O)NCc2ccco2)cc1C,-7,x,x,2,0.3,8,7,1,x,-4
COc1ccccc1N1CCN(/N=C/c2cc(OC)c(OC)c(OC)c2)CC1,2,x,-22,2,-1.1,-10,-6,-12,22,-2
CCOC(=O)c1ccc(NC2=CC(=O)C(=O)c3ccccc32)cc1,10,x,-40,-10,2.7,-75,-14,-21,40,6
NC(=O)N\N=C/C=C/C=C/c1ccc(F)cc1,5,-1,1,-2,3.3,x,-1,-5,-1,-1
COc1cc(C(=O)NNC(=O)c2cc(=O)[nH]c3ccccc23)cc(OC)c1OC,-12,-1,20,8,-0.1,4,-10,-3,-20,2
CCC(=O)N1CCN(c2ccccc2NC(=O)c2ccc([N+](=O)[O-])o2)CC1,2,1,-13,4,-0.2,-43,-8,-7,13,1
C=CCOC(=O)C1=C(C)NC(SCC(=O)Nc2nccs2)=C(C#N)C1c1ccc(Cl)cc1 (configuration not stated),7,-18,-51,-6,0.6,1,-14,-11,51,0
Cc1ccc(S(=O)(=O)N2CCN(C(=O)N3CCOCC3)C2c2ccc(N(C)C)cc2)cc1 (configuration not stated),1,x,5,-1,-11,0,-12,-4,-5,6
CC(C)(O)CN(C(=O)c1ccccc1)C1CCCCC1,-15,-2,-4,-5,1.2,-1,-12,-15,4,-1
CCOC(=O)C(NC(=O)c1ccc(F)cc1)(Nc1nnc(C)s1)C(F)(F)F (configuration not stated),-5,x,10,2,0.6,-1,-2,-5,-10,-4
CCN(CC(=O)Nc1ccccc1C(F)(F)F)C(=O)CN1C(=O)NC2(CCCCC2)C1=O,-1,-5,-5,-2,1.1,2,-21,-1,5,7
O=C(NCC1COc2ccccc2O1)C1C2C=CC3(CN(Cc4ccccc4Cl)C(=O)C13)O2 (configuration not stated),-1,x,-28,6,-0.8,-2,-9,-20,28,1
COc1cccc(-c2noc(-c3ccc(Cl)nc3)n2)c1,-9,-1,8,3,0.5,50,3,-1,-8,5
Cc1[nH]n(-c2ccc(Cl)cc2)c(=O)c1C(=O)c1ccccc1,4,0,4,3,-1.0,-1,-9,3,-4,3
O=C(O)C(O)c1ccco1 (configuration not stated),-2,x,-12,-4,-1.0,-2,-12,-2,12,-3

# Going on with the list:
SMILES,Rtt109 Vps75,Wnt bcat act,SR-BI DiI-HDL act,RTF Ca sens act,CDK5 p35 inh,MITF TRPM1 HTS,PvdQ acylase,dFosB activator,SR-BI HDL uptake,HTR5A ag ctr
C=CCNC(=O)C1COc2ccccc2O1 (configuration not stated),-4,1,1,4,0.6,10,-8,-6,-1,6
O=c1oc2ccc(Cl)cc2cc1-c1ccccc1,-2,11,1,-3,0.3,7,-13,-2,-1,1
Cc1ccc(-c2cc(C(=O)O)c3cc(Br)ccc3n2)o1,-47,0,x,3,-4.0,12,-12,-6,x,-1
CC1CC(=O)C(C(C2=C(O)CC(C)CC2=O)c2ccccc2)=C(O)C1 (configuration not stated),-2,-2,9,2,0.5,-6,3,0,-9,9.3*
COc1ccc(CC(=O)Nc2ccc(S(=O)(=O)Nc3nccs3)cc2)cc1,6,-3,-6,-1,-2.3,-6,-8,-14,6,-3
CC(C)CC(=O)Nc1sc2c(c1C#N)CC(C)(C)NC2(C)C,1,x,-7,1,-0.4,x,-3,-4,7,11
CCOC(=O)/C=c1\s/c(=C\c2ccc3cc(OC)ccc3c2)c(=O)n1CC(=O)NCc1ccc2c(c1)OCO2,6,-4,-30,12,1.4,-8,-12,-5,30,6
Cn1c(=O)c2c(nc(NCCNC(=O)c3ccco3)n2Cc2ccc(Cl)cc2Cl)n(C)c1=O,-1,x,5,-2,0.2,1,15,-4,-5,-5
CC(C)(C)c1ccc(NC(=S)NCc2cccs2)cc1,9,x,-15,-1,-3.5,36,-22,2,15,12
CCCCn1c(CCNC(=O)CC)nc2ccccc21,-1,-2,32,3,0.8,3,-10,-4,-32,-1
CC(=O)c1ccc(N2CCN(C(=O)c3cccs3)C(C)C2)c(F)c1 (configuration not stated),1,-1,1,-4,-0.5,x,4,3,-1,2
COc1ccc(NC(=O)CCCNC(=O)Cn2cnc3sc(C)c(C)c3c2=O)c(OC)c1,-6,-3,1,-8,-1.1,-3,-2,0,-1,2
CCOc1ncccc1C(=O)Nc1ccc(S(=O)(=O)N2CC(C)CC(C)C2)cc1 (configuration not stated),4,2,-26,-1,0.8,-4,-4,-4,26,0
COc1ccc(C2NC(=O)NC(C)=C2[N+](=O)[O-])cc1OC (configuration not stated),1,-1,11,-1,0.5,6,7,-4,-11,2
COc1ccc(NC(=O)C(Cc2ccccc2)n2cccc2)cc1OC (configuration not stated),3,-2,-43,-4,-2.1,13,0,-7,44,1
NNC(=O)c1cccn(Cc2cccc(C(F)(F)F)c2)c1=O,4,1,2,-12,-0.3,9,3,-5,-2,9
COc1cccc(CN2C(=O)C(C)Oc3ccccc32)c1 (configuration not stated),-3,2,-9,2,-1.7,4,-13,-8,9,-2
CC(C)(C)c1ccc(S(=O)(=O)N2CCCCC2)cc1,-4,x,-6,9,-7.2,8,-6,-3,6,7
CCOC(=O)c1c(C)nc2sc(C(=O)Nc3ccccc3)c(N)c2c1-c1ccc(OC)cc1,-2,-5,-69,-4,-2.5,-6,-9,-1,69,1
CN(CC(=O)NCc1ccco1)CC(=O)Nc1c(Cl)cccc1Cl,-5,-2,21,-4,-0.1,11,-12,-16,-21,-1
COc1ccc(-c2cc(C(F)(F)F)c(C#N)c(SCC(=O)Nc3ccc(C)cc3)n2)cc1,-7,x,x,1,-2.9,-19,-10,4,x,4
Cc1ccccc1NC(=O)c1ccccn1,-10,8,10,-2,0.5,8,8,3,-10,3
N=c1c(S(=O)(=O)c2ccc(Cl)cc2)cc2c(=O)n3ccccc3nc2n1Cc1cccnc1,-11,x,0,0,-1.3,-38,-19,-9,0,1
Cc1[nH]c2ccccc2c1C(=O)CSc1cccc[n+]1[O-],7,0,-2,5,0.3,1,5,12,2,2
COc1c(N2CCN(C(=S)Nc3ccc(F)cc3)C(C)C2)c(F)cc2c(=O)c(C(=O)O)cn(C3CC3)c12 (configuration not stated),-5,x,-6,-8,-0.1,-9,-9,-1,6,-2

# (more compounds)
SMILES,Rtt109 Vps75,Wnt bcat act,SR-BI DiI-HDL act,RTF Ca sens act,CDK5 p35 inh,MITF TRPM1 HTS,PvdQ acylase,dFosB activator,SR-BI HDL uptake,HTR5A ag ctr
CCN(c1ccccc1)C1(O)C(=O)c2ccccc2C1=O,0,0,30,2,-0.5,5,-16,-3,-30,-2
Nc1nnnn1CC(=O)N/N=C/C=C/c1ccccc1,-2,-2,9,x,-0.6,x,-9,-7,-9,x
O=C(Nc1ccc(F)cc1)c1ccc(Br)c(S(=O)(=O)N2CCOCC2)c1,x,-4,x,-4,-2.2,-18,2,-5,x,0
O=S(=O)(c1ccc(Br)cc1)N1CCCc2ccccc21,0,-1,-7,-6,-0.6,x,-2,-1,7,-2
O=C1CC(=O)N2CCSC2=N1,-7,-2,8,1,0.2,-14,-18,7,-8,2
CCCOc1ccc(S(=O)(=O)N2CCN(C)CC2)c2ccccc12,11,0,x,4,-6.3,-4,-4,-12,x,2
C=CCOc1ccc(-c2nc3c(c(=O)[nH]c(=O)n3CCCC)n2C)cc1OC,-2,-1,-24,-1,1.8,7,12,1,24,2
O=C(CSc1nnc(SCc2cccc3ccccc23)s1)N/N=C/c1c[nH]c2ccccc12,-9,x,17,2,-3.0,-8,-12,-14,-17,8
O=C(CCc1nnc2ccc(N3CCCC3)nn12)Nc1ccc(F)cc1F,1,-1,8,-6,0.2,-9,-2,2,-8,-4
COc1cc2c(cc1NC(=O)c1ccccc1F)CCCC2,16,x,-69,2,1.0,17,10,-2,69,1
COc1ccc(CCNC(=O)COc2ccc(N(C)S(=O)(=O)c3ccc(Cl)cc3)cc2)cc1,-6,-1,-26,8,-0.5,2,-8,-17,26,5
O=C(c1cc2ccc([N+](=O)[O-])cc2oc1=O)N1CCOCC1,2,-2,15,5,0.7,-12,-13,7,-15,-2
CC(=O)CCc1ccc(OCCCCN2CCC(Cc3ccccc3)CC2)cc1,-5,0,-2,4,-1.7,4,-18,3,2,2
Cc1nn(-c2nc3ccccc3[nH]2)c(N)c1-c1ccccc1,-4,55*,-24,-2,-1.5,68,-10,1,24,3
CCN(CCO)Cc1csc2ccc(Br)cc12,-10,1,18,-1,0.1,6,-6,4,-18,0
CCOc1ccc(CC(=O)Nc2sc(Cc3ccccc3)c(C)c2C(N)=O)cc1OCC,5,1,-17,-2,-0.1,-10,-7,-13,17,1
CCn1c(CCCNC(=O)c2ccc(F)cc2)nc2ccccc21,-6,-2,-9,4,0.6,x,-8,2,9,0
Nc1ncnc(NNC(=O)CNC(=O)c2c(F)cccc2Cl)c1[N+](=O)[O-],-10,-1,14,1,0.5,1,-15,-1,-14,-8
